From PubChem BioAssay
TCR activator: activators of T cell receptors; primary human leukocytes, anti-CD3, IL-2 HTRF, 48 h; Potency, µM (titrated, usually from 9.22 µM), without a hit: at the top dose activation of IL-2 secretion, most hits filed as activators; 330,000 tested, under 10 active; AID 504894; also: % of control where 0% means no effect
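1) Mix primary human leukocytes, a-CD3 beads and compound. 2) Incubate 48 hr. 3) Add HTRF IL-2 reagents (a-IL-2-K, a-IL-2-d2).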
S-ASM inh: blocks human secretory acid sphingomyelinase; AID 504937; P17405; placental ASM, HMU-PC fluorogenic substrate, 60 min; 0.006% of 340,000 active; Potency, µM (doses to about 57.5 µM), for the others: at the top dose activity change, negative = inhibition, usual class: inhibitors; also: potency is read from the fitted curve at half-maximal effect
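HMU-PC0 cleavage (9 uM final) by human placental ASM, 60 min at 37 °C following 10 min compound exposure at RT; stopped at pH 10, fluorescence Ex 386/Em 447 nm.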
AT treatment: candidate therapy for ataxia-telangiectasia; Potency, µM (series often up to 57.5 µM), without a hit: at the top dose activation, actives largely listed as activators; […] A-T fibroblasts, KAP-1 phosphorylation AlphaLISA; neocarzinostatin DNA damage 30 min before lysis; 0.19% of 320,000 active; also: potency is read from the fitted curve at half-maximal effect; % of control where 0% means no effect; nearly all actives have a fitted effect of over 45% in size
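ATM-like activity read as KAP-1 phosphorylation via AlphaLISA donor/acceptor antibody pairs after lysis and 6 hr at 25C. Cells were ATM-null patient fibroblasts ([…], hTERT), dosed 60 min, then exposed to the DSB inducer NCS for 30 min.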
TSHR antag: antagonists of human thyroid stimulating hormone receptor; P16473; TSHR-expressing cells, TSH-stimulated cAMP HTRF, 2 h; hits give low values; activity change, negative = inhibition, % at 11.5 µM; AID 504810; 0.2% of 330,000 active;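 active = activity change below a set negative limit, meaning inhibition stronger than a set level, cut at about -70% in these data; inconclusive = activity change between two set negative limits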; also: % is scaled to controls: 0 for no effect and ±100 for the full control effect
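Competitive HTRF cAMP read-out (cryptate anti-cAMP antibody, cAMP-d2; 30 min, room temperature) in freshly harvested TSHR cells. Compounds added before TSH at EC80 (4nM final), followed by 2 hours' incubation at 37 deg C.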
CXXC DNA block: inhibitors of human MLL CXXC domain-DNA interaction. Q03164. MLL-CXXC / FITC-HOXA9 DNA fluorescence polarization. Potency, µM (top dose mostly 115 µM), inactives show at the highest dose activity change, negative = inhibition, actives largely listed as inhibitors. 0.037% of 290,000 active; active = well fitted inhibition curve with a large enough effect in the polarisation, with a control signal flat, not every such curve was filed as active; inconclusive = small, poorly fitted or top-dose-only effect, or effect the other way, or a change in a side signal; inactive = no such curve, though single readings can be large or run the other way; the % refers to the polarisation; also: potency is read from the fitted curve at half-maximal effect
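Purified MLL-CXXC (added from a 7 uM solution) was preincubated 5 min at ambient with pinned compounds in 50 mM Tris-HCl pH 7.5, 50 mM NaCl, 1 mM DTT, 0.05% BSA. Fluorescein-labeled HOX-A9 DNA (50 nM solution) followed, 30 min, then polarization read.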
a7 integrin act: activators of alpha7 integrin expression for muscular dystrophy; alpha7betagal myoblasts, beta-gal FDG fluorescence, 48 h; Potency, µM (top dose mostly 38.3 µM), inactives show at the highest dose activation, usual class: activators; 0.064% of 350,000 active; AID 624291;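 also: potency is read from the fitted curve at half-maximal effect; 100% = response of the positive control SU9516; nearly all actives have a fitted effect of over 60% in size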
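Alpha7betagal+/- myoblasts (passage 13) were plated 16-24 hr, then exposed to compounds (1:260 dilution of DMSO stock) for 48 hours at 37C. After MPER lysis, β-galactosidase reporter activity was read as FDG fluorescence (ex 480/em 540) after 30 minutes.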
PTAP TSG101 blk: blocks PTAP/TSG101 interaction to inhibit HIV-1 budding; Fluorescence polarization, FITC-PTAP peptide / Tsg101 binding; Potency, µM (doses to about 115 µM), without a hit: at the highest dose activity change, negative = inhibition, most hits filed as inhibitors; Q99816; 340,000 tested, under 10 active; active = well fitted inhibition curve with a large enough effect in the main read-out, with a control signal flat, not every such curve was filed as active; inconclusive = small, poorly fitted or top-dose-only effect, or effect the other way, or a change in a side signal; inactive = no such curve, though single readings can be large or run the other way; also: potency is read from the fitted curve at half-maximal effect; % of control where 0% means no effect
Target sequence (Q99816 whole entry, looked up): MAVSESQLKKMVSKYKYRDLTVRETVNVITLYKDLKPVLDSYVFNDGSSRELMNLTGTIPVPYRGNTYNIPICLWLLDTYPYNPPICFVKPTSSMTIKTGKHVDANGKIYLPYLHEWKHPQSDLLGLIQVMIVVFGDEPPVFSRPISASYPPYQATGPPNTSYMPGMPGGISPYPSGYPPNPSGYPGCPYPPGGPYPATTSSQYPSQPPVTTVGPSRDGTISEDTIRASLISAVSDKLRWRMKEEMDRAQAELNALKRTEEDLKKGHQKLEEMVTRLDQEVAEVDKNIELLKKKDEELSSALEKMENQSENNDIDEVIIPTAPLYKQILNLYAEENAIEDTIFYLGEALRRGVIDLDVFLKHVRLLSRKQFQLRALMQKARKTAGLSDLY
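Fluorescence anisotropy tracks displacement of a FITC-tagged PTAP peptide (50 nM) from the Tsg101 binding domain (10 uM), following a 20 min room-temperature incubation at pH 7.5.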
Mito fusion yeast: blocks mitochondrial division or promotes mitochondrial fusion; S. cerevisiae fusion-defective mutant growth rescue, CellTiterGlo 48 h; Potency, µM (series often up to 46.1 µM), for the others: at the highest dose growth rescue (activation), usual class: activators; 0.23% of 320,000 active;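 also: potency is read from the fitted curve at half-maximal effect; % of control where 0% means no effect; nearly all actives have a fitted effect of over 45% in size; temperature-sensitive fusion mutants such as fzo1-1 at 37 °C on non-fermentable ethanol glycerol medium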
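S. cerevisiae fusion-defective temperature-sensitive mutants (e.g. fzo1-1, mgm1-5) grown 48 h at 37C in YPEG (ethanol/glycerol non-fermentable) medium with 23 nl compound per well; growth rescue read as CellTiterGlo luminescence.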
Menin-MLL TR inh: menin-MLL binding inhibition, Texas Red mutant peptide. O00255. Menin + Texas Red MLL mutant peptide, fluorescence polarization. Potency, µM (top dose mostly 61.6 µM), inactives show at the highest dose FP activity change, negative = inhibition, hits mostly inhibitors. 0.23% of 270,000 active; active = well fitted inhibition curve with a large enough effect in the polarisation, with a control signal flat, not every such curve was filed as active; inconclusive = small, poorly fitted or top-dose-only effect, or effect the other way, or a change in a side signal; inactive = no such curve, though single readings can be large or run the other way; the % refers to the polarisation; also: potency is read from the fitted curve at half-maximal effect; % of control where 0% means no effect; many of its hits are not listed in these tables
Target sequence (O00255 whole entry, looked up): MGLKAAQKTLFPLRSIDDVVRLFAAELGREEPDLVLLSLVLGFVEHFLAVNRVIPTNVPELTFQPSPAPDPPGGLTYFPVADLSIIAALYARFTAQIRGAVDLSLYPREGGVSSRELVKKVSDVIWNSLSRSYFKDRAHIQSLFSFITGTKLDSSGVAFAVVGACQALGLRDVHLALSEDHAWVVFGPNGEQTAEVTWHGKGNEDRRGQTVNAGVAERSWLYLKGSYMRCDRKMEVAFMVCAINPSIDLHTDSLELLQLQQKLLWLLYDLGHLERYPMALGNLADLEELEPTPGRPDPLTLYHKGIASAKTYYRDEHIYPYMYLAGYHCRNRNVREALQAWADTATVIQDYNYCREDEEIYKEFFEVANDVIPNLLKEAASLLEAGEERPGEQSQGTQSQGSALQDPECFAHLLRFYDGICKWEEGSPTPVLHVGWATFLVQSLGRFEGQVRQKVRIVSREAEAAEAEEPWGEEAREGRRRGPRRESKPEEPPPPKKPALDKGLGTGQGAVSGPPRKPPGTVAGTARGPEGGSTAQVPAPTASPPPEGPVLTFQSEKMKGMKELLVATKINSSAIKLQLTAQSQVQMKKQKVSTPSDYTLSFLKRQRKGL
MBNL1 CUG block: inhibitors of human MBNL1 binding to CUG repeat RNA. TR-FRET MBNL1-His/biotin-(CUG)12 binding, 665/545 ratio. Q9NR56. Potency, µM (doses to about 57.5 µM), for inactives: top-dose activity change, negative = inhibition, hits mostly inhibitors. 0.036% of 280,000 active; active = well fitted inhibition curve with a large enough effect in the signal ratio, with a control signal flat, not every such curve was filed as active; inconclusive = small, poorly fitted or top-dose-only effect, or effect the other way, or a change in a side signal; inactive = no such curve, though single readings can be large or run the other way; the % refers to the signal ratio; also: potency is read from the fitted curve at half-maximal effect; % is scaled to controls: 0 for no effect and ±100 for the full control effect
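MBNL1-His + Biotin-(CUG)12, cpd titration 92 nM–58 uM; Tb anti-His Ab 0.055 ng/ul, SA-XL665 5 nM (final); 60 min RT; ratiometric 665/545 nm, Ex 340 nm; normalized to buffer and full-complex controls.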
Starred values were filed as active, the others as inactive; ? = inconclusive; · = no result given; [ ] = remark or other dose. Unless noted, calls follow the shape of the dose curve; as a rule, active = well fitted curve in the direction sought with a large enough effect; inconclusive = small, poorly fitted or top-dose-only effect, or another doubt; inactive = no such curve, though single readings can be large; an effect the other way counts as inactive or inconclusive. An excerpt; the hit share may differ from the screen's.

SMILES | TCR activator | S-ASM inh | AT treatment | TSHR antag | CXXC DNA block | a7 integrin act | PTAP TSG101 blk | Mito fusion yeast | Menin-MLL TR inh | MBNL1 CUG block
O=C(Nc1ccc(O)c(C(=O)O)c1)c1ccc2c(c1)C(=O)N(CC1CCCO1)C2=O (stereo not drawn) | · | 0% | 4% | 2 | -10% | 25% | -9% | 3% | ? | ?
CCC(Sc1nc(-c2ccccc2)c(C#N)c(=O)[nH]1)C(=O)Nc1nnc(C)s1 (stereo not drawn) | 11% | 13% | -6% | 0 | -20% | 22% | -6% | -8% | ? | 16%
Cc1ccc(-n2nnnc2C(Cl)(Cl)c2nnnn2-c2ccc(C)cc2)cc1 | 10% | -6% | 14% | -13 | -28% | -51%[inhibitor] | -1% | -28% | -1% | 6%
CN(C)S(=O)(=O)c1cccc(NC(=O)c2ccc(OC(F)(F)F)cc2)c1 | -1%[46.1 µM] | -8% | -3% | 3 | -6% | -23% | -4% | 5% | 18% | ·
CNc1cccccc1=S | 4% | -1% | 2% | 11 | -10% | -56%[inhibitor] | -8% | -5% | 10% | ?
COc1cc2[nH]c(=S)n(Cc3ccc(C)o3)c(=O)c2cc1OC | 2% | 0% | 4% | 0 | -15% | 2% | -1% | -4% | -2% | -3%
O=[N+]([O-])c1ccc(O)c(/C=N/Nc2nn[nH]n2)c1 | -10% | 0% | 1% | -7 | -3% | ? | -5% | -3% | 1% | ?
C/C(N)=C(/C#N)C(=O)COc1ncnc2ccccc12 | -1% | -2% | 3% | -4 | -2% | -5% | -5% | 0% | 7% | -10%
CSc1ccccc1OC1CCN(Cc2ccccc2)CC1 | -4%[46.1 µM] | 3% | 17% | -16 | 0% | -10% | 0% | -7% | 8% | ·
COc1ccc(C(=O)NCc2ccccc2)cc1S(=O)(=O)N1CCCc2ccccc21 | 2% | -1% | -6% | 7 | 25% | -16% | 1% | 3% | · | -13%
CC(=O)C1CCC2C(CCC3=CC(=O)CCC32)C1 (stereo not drawn) | 11% | 4% | · | · | · | -24% | -1% | · | · | ·
COc1ccc(CCNC(=O)Nc2cccs2)c(OC)c1 | -20% | -1% | 3% | -1 | 7% | 15% | 1% | -7% | 3% | -15%
CCOc1ncccc1C(=O)OCC(=O)N(CC(C)C)c1c(N)n(Cc2ccccc2)c(=O)[nH]c1=O | -7% | 5% | -3% | -2 | · | -22% | -3% | -5% | · | ·
C=CCN(c1ccccc1)S(=O)(=O)c1cccc(C(=O)Nc2ccc(N3CCOCC3)cc2)c1 | · | -2% | -3% | -34 | · | -23% | -3% | 6% | · | ·
CS(=O)(=O)Nc1ccccc1C(=O)NCc1ccccc1Cl | 8% | 3% | 5% | 0 | 29% | 8% | -5% | 0% | -7% | -2%
O=C(COc1ccc(Cl)cc1)NNC(=O)c1ccccc1C(=O)O | -6% | -1% | 6% | 13 | 8% | -6% | -5% | -1% | · | 4%
O=C(CNC(=O)c1cccc(S(=O)(=O)N2CCc3ccccc32)c1)Nc1ccc(F)c(F)c1F | 2% | -1% | 7% | -6 | · | 3% | -1% | 4% | · | ·
O=c1c2ccccc2ncn1CCCSc1ccccc1 | -26% | -3% | 0% | -1 | 2% | 8% | -5% | 6% | · | 10%
O=C(NCCCNCCCNC(=O)c1ccc(/C=N/O)nc1)c1ccc(/C=N/O)nc1 | 12% | 6% | -9% | 1 | 6% | -15% | -5% | 0% | · | 3%
Cc1ccc(C(=O)OCC(=O)Nc2cccc(Cl)c2C)c(O)c1 | -2% | 0% | -6% | -4 | -2% | ? | -4% | -1% | · | -7%
O=C1N/C(=C\c2ccsc2)C(=O)N1Cc1ccc(F)cc1 | 0%[46.1 µM] | 8% | 3% | -7 | 15% | ? | -3% | 0% | 4% | -9%
O=C(CCc1nnc2n(Cc3ccc(Cl)cc3)c(=O)c3ccccc3n12)NCCCN1CCOCC1 | -1% | -2% | -3% | -6 | 33%[activator] | 19% | -2% | 6% | -10% | -1%
Nc1ccc2ncccc2c1N | -1%[46.1 µM] | -3% | -1% | -9 | 2% | 3% | -3% | -3% | -1% | ·
CCCS(=O)(=O)N1CCCC(C(=O)NCCc2ccc(Cl)cc2)C1 (stereo not drawn) | -2% | 0% | -5% | 14 | 25% | -11% | -2% | 4% | 6% | -3%
CC(Oc1cc2oc(=O)c3c(c2cc1Cl)CCC3)C(=O)NCc1cccnc1 (stereo not drawn) | 1% | 196%[activator] | 5% | 8 | 3% | -13% | 0% | -10% | · | 4%
Cc1cccc(NC(=S)N(Cc2ccc(Cl)cc2)Cc2ccc(C(=O)O)cc2)c1 | 2% | 12% | 0% | -4 | -4% | 24% | 0% | 6% | ? | -7%
CCOC(=O)c1sc(NC(=O)CSc2nnc(-c3ccco3)n2CC)c(C(=O)OCC)c1C | 7% | -16% | 1% | -14 | 1% | -28% | -6% | 17% | 0% | 0%
C=C(C)C(=O)Nc1cccc(C2=NOC3(C2)C[C@H](C(N)=O)N(C(=O)COc2ccc(Cl)cc2)C3)c1 (stereo partly drawn) | 2% | 7% | -16% | 3 | 11% | 11% | -2% | 10% | · | -3%
Cc1cc(C(=O)OCC(=O)c2ccccc2)c2ccccc2n1 | -6% | -4% | -2% | -8 | 5% | -12% | -9% | -15% | 10% | 16%
Nc1ccc(Br)c[n+]1Cc1cccc2cccnc12 | -1% | -2% | 5% | 2 | 14% | -1% | 0% | 7% | · | -5%
CN(C)c1ccc(C(=S)N2CCN(C(=S)Nc3cccc4ccccc34)CC2)cc1 | 7% | 0% | 1% | -3 | 3% | 11% | 0% | 4% | 17% | -4%
c1ccc(CCN2CCN(c3ncnc4c3cnn4-c3ccccc3)CC2)cc1 | 5% | -2% | 1% | -11 | 3% | -7% | -2% | 12% | -16% | -3%
NC(=O)C1(NC2CCCCC2)CCN(Cc2ccccc2)CC1 | 10% | 3% | · | · | · | 15% | -11% | · | · | ·
O=C(Nc1ccc(Oc2ccc(C(F)(F)F)cn2)c(Cl)c1)C1CC1 | -9% | 1% | -4% | -1 | 8% | -11% | -5% | 6% | 36%[activator] | ·
O=C(NNC(=O)C12CC3CC(CC(Br)(C3)C1)C2)c1ccccc1F | 4% | 5% | 9% | · | · | 22% | 0% | · | · | ·
CCOC(=O)C1=C(C)OC(N)=C(C#N)C1c1cc(Cl)c(OCC(N)=O)c(OC)c1 (stereo not drawn) | 0% | 2% | · | · | 2% | -16% | 1% | -1% | -4% | 6%
O=C(c1cc2ccccc2oc1=O)N(Cc1cccs1)Cc1cccs1 | 0%[46.1 µM] | -2% | 8% | -6 | 4% | -8% | -5% | 24% | -21% | 1%
COc1ccc(Cn2nnc3c(C)n[nH]c(=O)c32)cc1 | 0% | -1% | -5% | -1 | -15% | -16% | 3% | 4% | -6% | -5%
O=[N+]([O-])c1cc([N+](=O)[O-])c2oc(-c3ccccc3)c(Br)c2c1O | -2% | 37%[activator] | -2% | ? | -10% | 17% | -7% | -34%[inhibitor] | ? | 4%
CCN(CC)CCN(C(=O)c1ccc(S(=O)(=O)N2CCOCC2)cc1)c1nc2cc3c(cc2s1)OCCO3 | 3% | -2% | 8% | 6 | 3% | -35%[inhibitor] | -2% | 2% | · | -5%
O=C(COc1ccc2c(C(F)(F)F)cc(=O)oc2c1)NCc1cccs1 | -2%[46.1 µM] | 12% | -5% | 8 | 2% | -15% | -3% | 1% | 12% | 191%[activator]
CN(C)S(=O)(=O)c1ccc(NC(=O)N2CCN(c3ccccc3Cl)CC2)cc1 | · | -12% | -3% | -10 | 3% | -16% | -3% | 0% | 19% | -10%
O=C(OCc1ccco1)c1ccc(S(=O)(=O)N2CCCCC2)cc1 | 0% | -7% | 0% | -9 | -11% | 23% | 2% | 4% | -7% | -6%
COCCCNC(=O)c1ccc(CN2CCc3ccccc3C2)cc1 | -1% | 2% | 4%[11.5 µM] | 10 | 3% | 11% | 0% | -2% | 13% | 0%
Cc1ccc(N=C2NC(=O)/C(=C\c3ccc(C)s3)S2)cc1 | -5% | -3% | 1% | 15 | 16% | -24% | 8% | 5% | ? | 3%
Cn1c(=O)c2c(SCC(=O)N3CCCc4ccccc43)nc(C3CC3)nc2n(C)c1=O | 2% | 7% | 5% | -1 | 7% | 9% | -4% | 0% | -27% | 2%
